PPARg SRC-3 ag: PPARgamma agonists recruiting SRC-3 coactivator, primary screen, biochemical | 200,000 tested, 0.26% active | Peroxisome proliferator-activated receptor gamma (Homo sapiens), P37231 | biochemical PPARgamma/SRC-3 coactivator recruitment assay | AID 731, 2007 | activation, % at 8 µM; in the data active means activation above about 23%;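 further: 0% = DMSO and 100% = reference agonist; some compounds past the cut are filed as inactive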
PPARg SRC1 recr: PPARgamma agonists recruiting SRC-1 coactivator, primary screen, biochemical | PPARgamma-SRC-1 coactivator recruitment biochemical assay | activation, % at 8 µM | 200,000 tested, 0.41% active | AID 631, 2007; in the data active means activation above about 19%;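 further: 0% = DMSO and 100% = reference agonist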
ROMK mod: ROMK potassium channel modulators, primary screen, cell-based, thallium flux, MLSMR library. ATP-sensitive inward rectifier potassium channel 1 (Homo sapiens), P48048. Tet-inducible ROMK, thallium flux fluorescence; actives lie on both sides. B-score at 10 µM. 130,000 tested, 2% active;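 active means signal ratio slope over the read window, or its plate-corrected B-score, at least 3 SD from the plate mean, either direction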;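 further: B-score of the F/F0 ratio slope over 7 to 12 s after thallium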
Target sequence (P48048 whole entry, looked up): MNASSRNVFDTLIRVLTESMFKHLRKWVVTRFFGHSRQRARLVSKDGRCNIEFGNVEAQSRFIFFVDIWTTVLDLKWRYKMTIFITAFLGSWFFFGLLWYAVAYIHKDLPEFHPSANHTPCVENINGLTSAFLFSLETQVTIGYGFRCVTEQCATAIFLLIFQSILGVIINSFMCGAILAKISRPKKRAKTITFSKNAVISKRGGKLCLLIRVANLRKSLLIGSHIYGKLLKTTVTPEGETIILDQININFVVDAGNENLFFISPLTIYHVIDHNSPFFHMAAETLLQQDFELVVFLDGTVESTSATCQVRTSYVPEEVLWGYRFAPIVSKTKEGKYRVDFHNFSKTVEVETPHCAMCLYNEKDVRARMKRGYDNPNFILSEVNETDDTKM
STAT1 blocker: STAT1 signaling inhibitors, primary screen, cell-based, HTS, luciferase reporter | 200,000 tested, 0.35% active | AID 920, 2007 | NIH 3T3 STAT1-luciferase reporter, IFN-gamma, luminescence | inhibition, % at 5.5 µM;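 active means inhibition above a set limit, the mean inhibition across all tested compounds plus 3 SD, cut at about 34% in these data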;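 further: 0% = IFN-gamma with DMSO and 100% = IFN-gamma with 300 µM nifuroxazide; values of inactives mirror those of a sister screen read the other way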
bIAP activator: bovine intestinal alkaline phosphatase activators, primary screen, biochemical, bovine IAP, CDP-star luminescence. alkaline phosphatase, intestinal [Bos taurus]. purified bovine IAP, 30 min; stronger effect = higher value; fold of DMSO-control signal, blank-subtracted. activation factor at 20 µM. 200,000 tested, 0.17% active. AID 1016, 2008;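 active means activation factor of 2 or more at 20 µM, a signal rise over negative controls twice the positive control's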
bIAP inhibitor: bovine intestinal alkaline phosphatase inhibitors, primary screen, selectivity assay for TNAP inhibitor project, biochemical, bovine IAP, CDP-star luminescence; alkaline phosphatase, intestinal [Bos taurus]; purified bovine IAP, 30 min; inhibition, % at 20 µM; 190,000 tested, under 10 active;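 active means over 50% inhibition of intestinal alkaline phosphatase at 20 µM in the single-dose screen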
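System: Purified bovine intestinal alkaline phosphatase (IAP) enzyme | Input: IAP diluted 1/65,000,000 in the well | Also added: CDP-star chemiluminescent phosphatase substrate, 30 µM final | Dosing: 20 µM single dose | Times: Enzyme reaction for 30 min at room temperature | Detection: Luminescence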
TR-FRET SRC-2 ct: TR-FRET signal artefacts, primary screen, artefact control for PPARgamma SRC-2 agonist project, biochemical | TR-FRET artefact counter-screen; stronger effect = higher value | TR-FRET ratio at 8 µM | 200,000 tested, 0.4% active | AID 1049, 2008; in the data active means TR-FRET ratio above about 2000; further: inactives centre near 1500
TNAP act hiacc: TNAP activators at high phosphate acceptor level, primary screen, biochemical, luminescence, uHTS; Alkaline phosphatase, tissue-nonspecific isozyme (Homo sapiens), P05186; purified TNAP, CDP-star luminescence, 1 M DEA, 30 min; stronger effect = higher value; 0 = EDTA background, 1 = DMSO-only activity; activation factor at 20 µM; 200,000 tested, under 10 active;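 active means activation factor at least 2 at 20 µM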
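Control set: EDTA negative control, DMSO positive control / Assay system: human TNAP / Quantity: TNAP 1/800 final / Evaluation: TNAP activation factor scaled between EDTA and DMSO control wells / Measured by: luminescent substrate turnover signal / Compound dosing: one dose, 20 µM / Times: 30 min enzyme reaction at room temperature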
STAT3 blocker: IL-6 driven STAT3 reporter inhibitors, primary screen, U3A cells, luciferase, luminescence, MLSCN library; 190,000 tested, 0.89% active; IL-6 STAT3-luciferase reporter; host cell line lacks STAT1; inhibition, % at 5.5 µM;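 active means inhibition above the mean inhibition across all screened compounds plus 3 SD, cut at about 44% in these data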;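 further: 0% = DMSO only wells and 100% = 100 µM nifuroxazide control wells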
PPARg SRC-2 ag: agonists of PPARg-SRC-2 recruitment, primary screen, biochemical, HTS. Peroxisome proliferator-activated receptor gamma (Homo sapiens), P37231. PPARgamma LBD-SRC-2 recruitment. activation, % at 8 µM. 200,000 tested, 0.34% active. AID 1032, 2008; in the data active means activation above about 22%;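 further: 0% = vehicle and 100% = reference agonist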
STAT3 activator: IL-6 driven STAT3 reporter potentiators, primary screen, U3A cells, luciferase, luminescence, MLSCN library | 190,000 tested, 0.91% active | IL-6 STAT3-luciferase reporter; 100% = signal with IL-6 EC80 alone | activation (% of control), % at 5.6 µM | AID 871, 2007;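 active means activation above the screen-wide mean of compound activation plus 3 SD, cut at about 130% in these data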;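 further: 0% = background luminescence of wells with medium and substrate only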
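System – human U3A cells carrying STAT3-luciferase construct · Probe or stimulus – Interleukin-6, 33 ng/mL · Schedule – compound 1 h, then IL-6 6 h at 37 °C · Signal – luminescence from STAT3-driven luciferase reporter · Evaluation – percent of IL-6-only median luminescence · Benchmarks – IL-6-only high control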
The depositor's hits bear a star; / = not tested or not shown. Hits appear at their usual frequency; 3.7% or so of the library scored in one or more.

[1] COc1cccc(NC(=O)CSc2nnc3cc(C)nc(N)n23)c1
[2] COC(=O)c1ccccc1NC(=O)COc1ccc(S(=O)(=O)N2CCCC2)cc1C
[3] Cn1nc(SCC(=O)O)sc1=S
[4] COc1cccc(Nc2ncccc2C(=O)NCc2ccccc2)c1
[5] CCOc1ccccc1OCCOCCOc1ccccc1[N+](=O)[O-]
[6] COc1cc(CNC2CCCC2)cc(Cl)c1OCc1ccccc1F
[7] CCCCn1c(=N)n(CC(=O)C(C)(C)C)c2ccccc21
[8] COc1ccc(/C=C/C(=O)Nc2ccccc2C(F)(F)F)cc1

assay / entry	1	2	3	4	5	6	7	8
PPARg SRC-3 ag	0	5	4	0	-3	2	6	-3
PPARg SRC1 recr	-1	0	7	10	-10	2	-1	-1
ROMK mod	-1.7	0.46	/	0.06	/	-2.7	/	1.2
STAT1 blocker	3	0	-7	12	-11	-2	1	-43
bIAP activator	0.9	0.9	1	0.8	0.6	1.3	1	1
bIAP inhibitor	9	6	0	16	36	-30	4	3
TR-FRET SRC-2 ct	1518	1512	1567	1623	1420	1745	1652	1597
TNAP act hiacc	1	1	1	1	1	1	1.1	1
STAT3 blocker	2	14	3	-8	-9	2	-2	-13
PPARg SRC-2 ag	-4	-4	4	5	2	8	6	2
STAT3 activator	100	90	102	109	108	97	106	111

[9] Cc1ccc2cc(C#N)c(SCC(=O)N3CCCc4ccccc43)nc2c1
[10] CCN(CC)CCn1c(NCc2ccc3c(c2)OCO3)nc2ccccc21
[11] O=C(CCc1ccccc1)NNC(=O)c1ccccc1C(=O)O
[12] N/C(Cc1ccccc1Sc1ccccc1)=N\O
[13] CCCCOc1ccc(-c2nnn(CCC(=O)N3CCOCC3)n2)cc1
[14] CC(C)C(C)NC(=O)COc1ncnc2sccc12 (stereo unspecified)
[15] N#Cc1ccc(CSc2nnc(-c3ccccn3)n2-c2ccc(Cl)cc2)cc1
[16] CN(CC(=O)NC(=O)NC(C)(C)C)CC(=O)Nc1ccccc1Cl

assay / entry	9	10	11	12	13	14	15	16
PPARg SRC-3 ag	3	1	1	1	-14	0	-4	4
PPARg SRC1 recr	-2	7	7	2	-1	-10	5	17
ROMK mod	/	-0.13	0.057	2.2	-1.1	-0.0066	/	-0.14
STAT1 blocker	0	8	-11	2	-23	-3	11	6
bIAP activator	1	0.9	1	1.3	1	1.1	1.1	1.3
bIAP inhibitor	-5	9	-5	-29	-4	-13	-9	-32
TR-FRET SRC-2 ct	1406	1574	1442	1519	1629	1287	1616	1728
TNAP act hiacc	1	1.1	1.1	1	1.1	1	1	1
STAT3 blocker	2	3	1	-4	6	-5	4	9
PPARg SRC-2 ag	1	-1	-1	-13	-8	-7	7	6
STAT3 activator	101	102	99	102	98	105	104	94

[17] Cc1nc(SCCOc2ccc(F)cc2)c2ccccc2n1
[18] CCC(=O)c1cn(CC(=O)NCC2CCCO2)c2ccccc12 (stereo unspecified)
[19] CCOc1ccccc1NC(=O)C1CCN(S(=O)(=O)c2c(C)nn(C)c2C)CC1
[20] N#Cc1c2c(c(NCCN3CCOCC3)n3c1nc1ccccc13)CCCC2
[21] COc1ccccc1NC(=S)N(CCc1c(C)[nH]c2ccccc12)Cc1cccs1
[22] COc1ccc(OCCCC(=O)Nc2cccc([N+](=O)[O-])c2C)cc1

assay / entry	17	18	19	20	21	22
PPARg SRC-3 ag	5	-1	-10	6	2	-4
PPARg SRC1 recr	2	9	5	12	4	-10
ROMK mod	0.34	/	/	-0.74	/	/
STAT1 blocker	-17	1	0	8	-6	-6
bIAP activator	1.1	0.9	1	1.2	0.9	1.1
bIAP inhibitor	-15	11	-2	-16	12	-6
TR-FRET SRC-2 ct	1936	1581	1437	1570	1754	1547
TNAP act hiacc	1	1	1	1.1	1	1
STAT3 blocker	15	3	11	-1	8	-3
PPARg SRC-2 ag	8	-1	-11	4	2	-7
STAT3 activator	88	103	98	103	98	102

Nos. 7 to 19, reprinted for reference:
[7] CCCCn1c(=N)n(CC(=O)C(C)(C)C)c2ccccc21
[8] COc1ccc(/C=C/C(=O)Nc2ccccc2C(F)(F)F)cc1
[9] Cc1ccc2cc(C#N)c(SCC(=O)N3CCCc4ccccc43)nc2c1
[10] CCN(CC)CCn1c(NCc2ccc3c(c2)OCO3)nc2ccccc21
[11] O=C(CCc1ccccc1)NNC(=O)c1ccccc1C(=O)O
[12] N/C(Cc1ccccc1Sc1ccccc1)=N\O
[13] CCCCOc1ccc(-c2nnn(CCC(=O)N3CCOCC3)n2)cc1
[14] CC(C)C(C)NC(=O)COc1ncnc2sccc12 (stereo unspecified)
[15] N#Cc1ccc(CSc2nnc(-c3ccccn3)n2-c2ccc(Cl)cc2)cc1
[16] CN(CC(=O)NC(=O)NC(C)(C)C)CC(=O)Nc1ccccc1Cl

assay / entry	7	8	9	10	11	12	13	14	15	16
PPARg SRC-3 ag	6	-3	3	1	1	1	-14	0	-4	4
PPARg SRC1 recr	-1	-1	-2	7	7	2	-1	-10	5	17
ROMK mod	/	1.2	/	-0.13	0.057	2.2	-1.1	-0.0066	/	-0.14
STAT1 blocker	1	-43	0	8	-11	2	-23	-3	11	6
bIAP activator	1	1	1	0.9	1	1.3	1	1.1	1.1	1.3
bIAP inhibitor	4	3	-5	9	-5	-29	-4	-13	-9	-32
TR-FRET SRC-2 ct	1652	1597	1406	1574	1442	1519	1629	1287	1616	1728
TNAP act hiacc	1.1	1	1	1.1	1.1	1	1.1	1	1	1
STAT3 blocker	-2	-13	2	3	1	-4	6	-5	4	9
PPARg SRC-2 ag	6	2	1	-1	-1	-13	-8	-7	7	6
STAT3 activator	106	111	101	102	99	102	98	105	104	94

[17] Cc1nc(SCCOc2ccc(F)cc2)c2ccccc2n1
[18] CCC(=O)c1cn(CC(=O)NCC2CCCO2)c2ccccc12 (stereo unspecified)
[19] CCOc1ccccc1NC(=O)C1CCN(S(=O)(=O)c2c(C)nn(C)c2C)CC1

assay / entry	17	18	19
PPARg SRC-3 ag	5	-1	-10
PPARg SRC1 recr	2	9	5
ROMK mod	0.34	/	/
STAT1 blocker	-17	1	0
bIAP activator	1.1	0.9	1
bIAP inhibitor	-15	11	-2
TR-FRET SRC-2 ct	1936	1581	1437
TNAP act hiacc	1	1	1
STAT3 blocker	15	3	11
PPARg SRC-2 ag	8	-1	-11
STAT3 activator	88	103	98
